Source: PubChem BioAssay
bovine MsrA act: bovine MsrA enzyme activators, primary screen, biochemical, absorbance, HTS. Methionine sulfoxide reductase A (Bos taurus). activation, % at 10.6 µM. purified bovine MsrA, absorbance read-out. 360,000 compounds, 0.3% hits; in the data active means activation above about 7.5%;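 further: 0% = vehicle and 100% = reference activator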
MT1-MMP act inh: blockers of MT1-MMP proenzyme processing, primary screen, HT1080 RFP-PRO-GFP cells, GFP/RFP fluorescence. Matrix metalloproteinase-14 (Homo sapiens), P50281. GFP/RFP ratio fluorescence, overnight; percent of plate control window, DMSO zero. GFP/RFP ratio change, % at 20 µM. 360,000 compounds, 0.061% hits;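 active means GFP/RFP ratio change of at least 30% with cell ATP level not reduced by more than half and red fluorescence within 50% of control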; further: strong numbers were not always called active
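Assay system: HT1080 RFP-PRO-GFP cells | Dosing: 20 µM single dose, 1% DMSO | Incubation: Cells overnight before dosing, compound overnight, 37 °C, 5% CO2 | Evaluation: GFP/RFP fluorescence ratio | Control set: DMSO-only wells and HT1080 RFP-L50D-GFP cell wells as references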
E coli Lon inh: inhibitors of E. coli Lon protease, primary screen, biochemical, fluorescence polarization. P0A9M0. 360,000 compounds, 0.42% hits. purified E. coli Lon protease. inhibition, % at 7.94 µM. AID 602123, 2011; in the data active means inhibition above about 13%, passing the limit was not always enough;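 further: 0% = enzyme with probe and DMSO and 100% = no enzyme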
SKN-1 inh: suppressors of acrylamide-induced Pgst-4::GFP reporter in worms, primary screen, SKN-1 inhibitor project, whole organism, uHTS, GFP/RFP fluorescence ratio, strain VP596; C. elegans VP596 Pgst-4::GFP/RFP ratio, 24 h; inhibition, % at 21.8 µM; 360,000 compounds, 0.49% hits; AID 624304, 2012;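 active means interference check ratio from 0.5 to 1.5 plus GFP to RFP signal ratio inhibition reaching or exceeding a fixed threshold, cut at about 30% in these data, passing the limit was not always enough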; further: some compounds called inactive have numbers as strong as hits
MLLE-PAM2 inh: inhibitors of PABP1 MLLE–PAM2 peptide binding, primary screen, biochemical, fluorescence polarization, FITC-PAM2, GST-MLLE | Polyadenylate-binding protein 1 (Homo sapiens), P11940 | inhibition, % at 20 µM | 360,000 compounds, 0.36% hits; in the data active means inhibition above about 35%, passing the limit was not always enough;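 further: plate controls were DMSO wells with GST-MLLE for no effect and wells lacking GST-MLLE protein for full effect; some results filed as inactive read as strong as hits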
CendR NRP1 mod: modulators of CendR peptide binding to NRP-1, primary screen, biochemical, fluorescence polarization, uHTS; Neuropilin-1 (Homo sapiens), O14786; FAM-RPARPAR peptide binding to NRP-1; inhibition, % at 25 µM; 360,000 compounds, 0.85% hits; AID 602438, 2012;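 active means inhibition or corrected inhibition above about 18%, plus a signal ratio from 0.5 to 1.5, limit read from the data, passing the limit was not always enough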; further: strong numbers were not always called active
FAS TE block: FAS thioesterase domain inhibitors, primary screen, biochemical, fluorescence intensity, uHTS; 360,000 compounds, 0.67% hits; recombinant FAS-TE, OMFH fluorogenic substrate, fluorescence endpoint; Fatty acid synthase (Homo sapiens), P49327; AID 602261, 2012; inhibition, % at 15 µM;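 active means compounds whose normalised, plate-corrected inhibition of enzyme fluorescence in the single-dose primary screen is 50% or more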;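 further: 0% = DMSO with enzyme and 100% = substrate without enzyme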
Target sequence (P49327 whole entry, looked up, the tested form may be a part): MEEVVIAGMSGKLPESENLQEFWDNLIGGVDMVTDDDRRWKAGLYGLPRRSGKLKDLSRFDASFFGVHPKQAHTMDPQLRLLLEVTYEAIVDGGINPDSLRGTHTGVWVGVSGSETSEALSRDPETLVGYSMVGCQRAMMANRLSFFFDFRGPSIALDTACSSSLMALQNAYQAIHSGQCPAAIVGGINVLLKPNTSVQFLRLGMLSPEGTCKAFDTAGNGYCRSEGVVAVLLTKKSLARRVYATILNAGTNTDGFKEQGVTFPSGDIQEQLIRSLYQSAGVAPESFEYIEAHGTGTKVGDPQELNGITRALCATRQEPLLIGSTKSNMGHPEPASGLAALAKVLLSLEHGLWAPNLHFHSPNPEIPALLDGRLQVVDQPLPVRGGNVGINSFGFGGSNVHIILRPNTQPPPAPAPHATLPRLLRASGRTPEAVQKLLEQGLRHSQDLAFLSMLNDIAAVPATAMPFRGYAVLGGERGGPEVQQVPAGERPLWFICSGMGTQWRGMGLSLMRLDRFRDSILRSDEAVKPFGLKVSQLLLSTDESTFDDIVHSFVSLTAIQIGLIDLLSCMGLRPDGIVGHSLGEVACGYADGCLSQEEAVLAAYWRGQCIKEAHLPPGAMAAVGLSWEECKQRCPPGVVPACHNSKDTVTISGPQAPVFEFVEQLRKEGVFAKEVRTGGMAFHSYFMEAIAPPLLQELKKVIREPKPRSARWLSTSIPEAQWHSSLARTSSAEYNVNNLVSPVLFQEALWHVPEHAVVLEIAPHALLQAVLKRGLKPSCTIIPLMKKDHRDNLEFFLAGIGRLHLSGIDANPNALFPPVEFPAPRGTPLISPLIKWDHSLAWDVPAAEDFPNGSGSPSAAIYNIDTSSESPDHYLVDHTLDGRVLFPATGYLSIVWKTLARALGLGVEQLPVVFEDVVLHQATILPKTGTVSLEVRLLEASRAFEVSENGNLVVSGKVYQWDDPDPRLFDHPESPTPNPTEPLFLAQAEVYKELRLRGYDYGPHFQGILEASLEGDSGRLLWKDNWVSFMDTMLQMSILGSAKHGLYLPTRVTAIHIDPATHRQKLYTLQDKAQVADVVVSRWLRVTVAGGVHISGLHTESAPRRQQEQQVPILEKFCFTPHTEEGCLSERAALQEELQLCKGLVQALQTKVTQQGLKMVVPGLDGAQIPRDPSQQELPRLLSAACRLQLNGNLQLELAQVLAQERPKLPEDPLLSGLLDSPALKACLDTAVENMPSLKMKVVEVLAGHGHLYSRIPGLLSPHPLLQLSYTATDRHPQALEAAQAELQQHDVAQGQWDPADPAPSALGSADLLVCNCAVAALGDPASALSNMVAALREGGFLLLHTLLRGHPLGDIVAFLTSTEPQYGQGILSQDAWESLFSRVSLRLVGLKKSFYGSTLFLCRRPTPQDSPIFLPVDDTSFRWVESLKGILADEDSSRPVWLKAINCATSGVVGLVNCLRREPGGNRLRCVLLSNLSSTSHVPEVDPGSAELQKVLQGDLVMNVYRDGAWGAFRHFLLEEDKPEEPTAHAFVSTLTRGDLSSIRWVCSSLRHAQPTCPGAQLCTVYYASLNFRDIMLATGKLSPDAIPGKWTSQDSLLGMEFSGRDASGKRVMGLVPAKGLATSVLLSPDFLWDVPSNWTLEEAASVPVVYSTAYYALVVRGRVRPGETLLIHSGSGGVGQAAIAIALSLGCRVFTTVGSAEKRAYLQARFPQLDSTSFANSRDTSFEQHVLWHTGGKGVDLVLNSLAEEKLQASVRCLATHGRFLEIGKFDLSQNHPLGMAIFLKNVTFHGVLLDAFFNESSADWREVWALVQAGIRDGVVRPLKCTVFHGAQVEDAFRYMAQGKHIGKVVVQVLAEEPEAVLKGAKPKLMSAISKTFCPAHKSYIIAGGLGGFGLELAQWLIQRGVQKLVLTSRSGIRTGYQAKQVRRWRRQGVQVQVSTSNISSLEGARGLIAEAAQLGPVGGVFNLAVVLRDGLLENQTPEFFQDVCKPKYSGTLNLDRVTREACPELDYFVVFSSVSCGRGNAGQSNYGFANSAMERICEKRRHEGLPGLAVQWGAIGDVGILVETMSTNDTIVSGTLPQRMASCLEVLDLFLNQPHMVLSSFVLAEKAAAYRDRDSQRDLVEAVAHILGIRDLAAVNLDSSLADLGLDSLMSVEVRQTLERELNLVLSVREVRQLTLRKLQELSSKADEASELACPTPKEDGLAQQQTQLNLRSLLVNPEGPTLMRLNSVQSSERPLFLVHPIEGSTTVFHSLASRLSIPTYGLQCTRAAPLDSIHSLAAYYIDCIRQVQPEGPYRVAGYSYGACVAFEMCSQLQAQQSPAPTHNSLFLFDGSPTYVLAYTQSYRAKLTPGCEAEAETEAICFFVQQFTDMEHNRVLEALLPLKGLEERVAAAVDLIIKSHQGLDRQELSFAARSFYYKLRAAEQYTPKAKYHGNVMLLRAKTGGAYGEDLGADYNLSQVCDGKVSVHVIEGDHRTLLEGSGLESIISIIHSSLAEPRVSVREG
TbMetRS inhib: T. brucei MetRS inhibitors, primary screen, biochemical, luminescence; methionyl-tRNA synthetase (Trypanosoma brucei brucei); purified T. brucei MetRS, ATP depletion, Kinase-Glo luminescence; inhibition, % at 11.9 µM; 360,000 compounds, 0.4% hits; AID 624268, 2012;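 active means inhibition above a per-plate cutoff of the control wells' mean inhibition plus 3 SD, cut at about 5.5% in these data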;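 further: 0% = DMSO wells median and 100% = median of wells with control inhibitor compound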
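Assay system: T. brucei methionyl-tRNA synthetase, purified | Medium: HEPES buffer with MgCl2, KCl, DTT, spermine, BSA, pyrophosphatase | Compound: 11.9 µM single point | Incubation: 15 min enzyme-compound preincubation, 2 h reaction, 10 min detection, 25 °C | Measured by: Kinase-Glo luciferase luminescence reporting remaining unconsumed ATP | Measure: % inhibition normalized to control-well medians | Replication: Singlicate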
MsrA inhibitor: bovine MsrA enzyme inhibitors, primary screen, biochemical, absorbance, HTS; inhibition, % at 15.5 µM; purified bovine MsrA, absorbance read-out; 360,000 compounds, 0.75% hits; AID 651718, 2012; in the data active means inhibition above about 4.5%;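 further: 0% = vehicle wells with enzyme and 100% = reference inhibitor wells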
* hit, by the source's call.

`O=C(CC1(O)C(=O)Nc2cc(Cl)cc(Cl)c21)c1ccccc1O` (stereo not given) gave bovine MsrA act 2, MT1-MMP act inh 8, E coli Lon inh 1, SKN-1 inh 7, MLLE-PAM2 inh -2, CendR NRP1 mod 43*, FAS TE block 7, TbMetRS inhib 0.5 and MsrA inhibitor 0.2.
COc1ccccc1NC(=O)Nc1nc(C(N)C(C)C)cs1 (stereo not given) was read as bovine MsrA act -8, MT1-MMP act inh -9, E coli Lon inh 0, SKN-1 inh -26, MLLE-PAM2 inh -3, CendR NRP1 mod -15, FAS TE block -6, TbMetRS inhib -0.7 and MsrA inhibitor -2.3.
For FC(F)(F)c1cc(Cl)c2nc(-c3ccc(Cl)cc3)c(Cc3ccsc3)n2c1 the results were bovine MsrA act -10, MT1-MMP act inh 2, E coli Lon inh 4, SKN-1 inh -2, CendR NRP1 mod -8, FAS TE block 20, TbMetRS inhib -1.5 and MsrA inhibitor 0.9.
Screening COc1ccc(-c2sc3ccccc3c2-c2ccc(OCCN(C)C)cc2)cc1 returned bovine MsrA act 1, MT1-MMP act inh -3, E coli Lon inh 6, SKN-1 inh 2, MLLE-PAM2 inh 9, CendR NRP1 mod 4, FAS TE block 32, TbMetRS inhib 0.2 and MsrA inhibitor -0.7.
For CC(C)n1nnc2ccccc2c1=O the results were bovine MsrA act 8, MT1-MMP act inh -1, E coli Lon inh -5, SKN-1 inh 1, MLLE-PAM2 inh -2, CendR NRP1 mod 6, FAS TE block -4, TbMetRS inhib 0.3 and MsrA inhibitor -0.8.
COCC(=O)N1CCCC(N(C)CCc2ccc(OC)c(OC)c2)C1 (stereo not given) was read as bovine MsrA act -1, MT1-MMP act inh -1, E coli Lon inh -9, SKN-1 inh 10, MLLE-PAM2 inh 2, CendR NRP1 mod 3, FAS TE block -5, TbMetRS inhib -1.3 and MsrA inhibitor 0.6.
Screening CN(C)/C=C1\SC(=S)N(c2ccc(Br)cc2)C1=O returned bovine MsrA act -3, MT1-MMP act inh -33, E coli Lon inh -10, SKN-1 inh 76, MLLE-PAM2 inh -122, CendR NRP1 mod -188, FAS TE block 6, TbMetRS inhib 0.2 and MsrA inhibitor 0.4.
COc1cc(Nc2ccc(C)cc2)c([N+](=O)[O-])nc1[N+](=O)[O-] was read as bovine MsrA act -1, MT1-MMP act inh 6, E coli Lon inh -3, SKN-1 inh 28, MLLE-PAM2 inh -4, CendR NRP1 mod 0, FAS TE block 10, TbMetRS inhib -0.7 and MsrA inhibitor 2.1.
For Cc1ccccc1Oc1ncccc1C(=O)/C(C#N)=C/N(C)C the results were bovine MsrA act -1, MT1-MMP act inh 4, E coli Lon inh -6, SKN-1 inh 12, MLLE-PAM2 inh 6, CendR NRP1 mod 3, FAS TE block -6, TbMetRS inhib -0.2 and MsrA inhibitor 2.5.
Screening COc1ccccc1CNC(=O)CNC(=O)c1ccc(Br)o1 returned bovine MsrA act 0, MT1-MMP act inh 1, E coli Lon inh -8, SKN-1 inh 5, MLLE-PAM2 inh 4, CendR NRP1 mod 10, FAS TE block -4, TbMetRS inhib -0.2 and MsrA inhibitor -0.9.
Cc1ccc(-c2c(C(=O)N/N=C/c3cccnc3)nnn2-c2nonc2N)cc1 was read as bovine MsrA act -3, MT1-MMP act inh 3, E coli Lon inh 11, SKN-1 inh 10, MLLE-PAM2 inh 1, CendR NRP1 mod 2, FAS TE block -7, TbMetRS inhib 0.2 and MsrA inhibitor 0.3.
`CC1CN(S(=O)(=O)c2csc(C(=O)Nc3ccccc3)c2)CC(C)O1` (stereo not given) gave bovine MsrA act -4, MT1-MMP act inh -5, E coli Lon inh -4, SKN-1 inh 7, MLLE-PAM2 inh 3, CendR NRP1 mod 2, FAS TE block 6, TbMetRS inhib -0.2 and MsrA inhibitor -0.3.
CCCOc1ccc(-c2cnc(SCC(N)=O)nc2N)cc1 was read as bovine MsrA act -13, MT1-MMP act inh 2, E coli Lon inh 2, SKN-1 inh -17, MLLE-PAM2 inh -6, CendR NRP1 mod 3, FAS TE block -8, TbMetRS inhib 1.9 and MsrA inhibitor 0.4.
Screening O=C1CCc2cc(S(=O)(=O)N3CCC(C(=O)NCCC4=CCCCC4)CC3)ccc2N1 returned bovine MsrA act -4, MT1-MMP act inh -1, E coli Lon inh 0, SKN-1 inh -2, MLLE-PAM2 inh -9, CendR NRP1 mod 6, FAS TE block -1, TbMetRS inhib -0.3 and MsrA inhibitor -0.4.
Screening O=C(c1cccs1)N1CCN=C1SCc1cccnc1 returned bovine MsrA act -15, E coli Lon inh -5, SKN-1 inh -3, MLLE-PAM2 inh 38, CendR NRP1 mod 8, FAS TE block -13, TbMetRS inhib -1.3 and MsrA inhibitor -1.7.
Screening CN1CCCC(n2nc(Cc3ccc(Cl)cc3)c3ccccc3c2=O)CC1 (stereo not given) returned bovine MsrA act -9, MT1-MMP act inh -2, E coli Lon inh -2, SKN-1 inh -19, MLLE-PAM2 inh -4, CendR NRP1 mod 11, FAS TE block 0, TbMetRS inhib -1.1 and MsrA inhibitor 1.4.
Screening Cc1cc(C)n(Cc2ccccc2F)c(=O)c1C#N returned bovine MsrA act -3, MT1-MMP act inh -1, E coli Lon inh -4, SKN-1 inh 7, MLLE-PAM2 inh -10, CendR NRP1 mod -4, FAS TE block -4, TbMetRS inhib -0.6 and MsrA inhibitor 1.3.
Screening O=C(C[n+]1cc(-c2ccc(Br)cc2)n2c1CCCCC2)c1ccccc1 returned bovine MsrA act -4, MT1-MMP act inh -1, E coli Lon inh 3, SKN-1 inh -1, MLLE-PAM2 inh 3, CendR NRP1 mod 2, FAS TE block -6, TbMetRS inhib -1.2 and MsrA inhibitor 2.4.
`CCOC(=O)C1=C(C)NC(C)=C(C(=O)OCC)C1C(=O)OCC(=O)NCCc1ccc(S(N)(=O)=O)cc1` gave bovine MsrA act -13, MT1-MMP act inh -2, E coli Lon inh -3, SKN-1 inh -20, MLLE-PAM2 inh 2, CendR NRP1 mod 19, FAS TE block 0, TbMetRS inhib 0.7 and MsrA inhibitor 0.7.
For CCCCNC(=O)c1[nH]c(=O)cnc1-c1ccccc1 the results were bovine MsrA act -3, MT1-MMP act inh 1, E coli Lon inh -4, SKN-1 inh 21, MLLE-PAM2 inh -6, CendR NRP1 mod -8, FAS TE block -8, TbMetRS inhib -0.1 and MsrA inhibitor 1.2.
`CCN(Cc1ccccc1)S(=O)(=O)c1ccc(C(=O)N(CCCN(C)C)c2nc3c(F)cccc3s2)cc1` gave bovine MsrA act -3, MT1-MMP act inh 2, E coli Lon inh -3, SKN-1 inh -10, MLLE-PAM2 inh -4, CendR NRP1 mod 10, FAS TE block 21, TbMetRS inhib -0.4 and MsrA inhibitor -0.9.
Screening CCC(C)C(NC(C)=O)C(=O)NC(=O)NC(c1ccccc1)c1ccccc1 (stereo not given) returned bovine MsrA act 1, MT1-MMP act inh -1, E coli Lon inh -4, SKN-1 inh 19, MLLE-PAM2 inh -7, CendR NRP1 mod -11, FAS TE block 5, TbMetRS inhib -0.6 and MsrA inhibitor -0.3.
O=C(COc1ccccc1)NCCSCc1ccco1 was read as bovine MsrA act -15, MT1-MMP act inh -16, E coli Lon inh -8, SKN-1 inh -9, MLLE-PAM2 inh 36, CendR NRP1 mod -5, FAS TE block -10, TbMetRS inhib -0.6 and MsrA inhibitor 0.7.
CCCCCc1cc(=O)c2ccccc2o1 was read as bovine MsrA act -2, MT1-MMP act inh 1, E coli Lon inh 3, SKN-1 inh 19, MLLE-PAM2 inh 0, CendR NRP1 mod -8, FAS TE block 2, TbMetRS inhib 0.0 and MsrA inhibitor -1.0.
COc1ccc(C(C)=O)cc1Cn1nc(C)c([N+](=O)[O-])c1C was read as bovine MsrA act -11, MT1-MMP act inh -1, E coli Lon inh -4, SKN-1 inh -4, MLLE-PAM2 inh 1, CendR NRP1 mod 2, FAS TE block 3, TbMetRS inhib -0.8 and MsrA inhibitor 0.0.
O=C(NCc1cccc(Cl)c1)c1ccc(S(=O)(=O)Nc2cccc(C(F)(F)F)c2)cc1 was read as bovine MsrA act 6, MT1-MMP act inh 8, E coli Lon inh 2, SKN-1 inh -9, MLLE-PAM2 inh -7, CendR NRP1 mod 4, FAS TE block 26, TbMetRS inhib 2.1 and MsrA inhibitor 0.0.
`O=C(COc1ccc(S(=O)(=O)NC2CCCCC2)cc1Cl)Nc1ccc2c(c1)OCO2` gave bovine MsrA act -5, MT1-MMP act inh -4, E coli Lon inh 8, SKN-1 inh 6, MLLE-PAM2 inh -4, CendR NRP1 mod -2, FAS TE block 22, TbMetRS inhib -0.5 and MsrA inhibitor -0.2.
For Cc1nn(C)cc1CNC(=O)COc1ccc(Cl)cc1Cl the results were bovine MsrA act -1, MT1-MMP act inh 3, E coli Lon inh -3, SKN-1 inh -9, MLLE-PAM2 inh 1, CendR NRP1 mod 10, FAS TE block -9, TbMetRS inhib 1.5 and MsrA inhibitor -1.0.
Cc1ccccc1NS(=O)(=O)c1ccc(C(=O)NNC(=O)c2ccccc2O)cc1 was read as bovine MsrA act -4, MT1-MMP act inh 3, E coli Lon inh 12, SKN-1 inh 5, MLLE-PAM2 inh -7, CendR NRP1 mod -2, FAS TE block 25, TbMetRS inhib -0.2 and MsrA inhibitor 0.9.
For Cc1ccc(C(NC(=O)C2CCN(Cc3ccc(Cl)c(Cl)c3)CC2)c2ccccn2)cc1 (stereo not given) the results were bovine MsrA act -2, MT1-MMP act inh -1, E coli Lon inh -20, SKN-1 inh 31, MLLE-PAM2 inh 5, CendR NRP1 mod 3, FAS TE block 2, TbMetRS inhib -0.2 and MsrA inhibitor 0.2.
`Cc1c(C(=O)c2cccc([N+](=O)[O-])c2)c2ccccn2c1CCC#N` gave bovine MsrA act -5, MT1-MMP act inh 8, E coli Lon inh 7, SKN-1 inh 0, MLLE-PAM2 inh -5, CendR NRP1 mod -5, FAS TE block 6, TbMetRS inhib 0.0 and MsrA inhibitor -0.8.
Screening COc1ccc([N+](=O)[O-])cc1N(CC(O)CN1CCCC1)S(=O)(=O)c1ccc(C)cc1 (stereo not given) returned bovine MsrA act 4, MT1-MMP act inh -4, E coli Lon inh -12, SKN-1 inh -7, MLLE-PAM2 inh -1, CendR NRP1 mod 10, FAS TE block 9, TbMetRS inhib -0.1 and MsrA inhibitor -0.5.
